# Compound activity: PubChem, Southern Research Specialized Biocontainment Screening Center
# Salmonella PhoP GFP: Inhibition of PhoP regulon, Salmonella typhi GFP reporter cells, confirmation, 4 h (AID 1850); Salmonella Typhi PhoP-promoter GFP reporter, fluorescence, 4 h; higher % means a stronger effect; inhibition, % at 50 µM; hits with a dose series show IC50 in µM; hit rate 0.33% among 310,000; in the data active = a potency from the dose series; inconclusive = inhibition mostly from about 25% at the one dose, without a potency; inactive = the rest, 99 in 100 with inhibition below about 19%;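 also: 0% = induced wells with vehicle and 100% = uninduced wells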
# H37Rv inhibition: M. tuberculosis growth inhibition, HTS (AID 449762). hit rate 0.59% among 330,000. one-dose inhibition, % at 25 µM; IC50 in µM for titrated hits. M. tuberculosis H37Rv growth inhibition, 7H9 media; higher % means a stronger effect; in the data active = a potency from the dose series; inconclusive = inhibition above about 70% without an active follow-up result;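 also: bacterial growth assessed after seven days of incubation; strong numbers were not always called active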
# tuberculosis growth: growth inhibition of non-replicating M. tuberculosis (AID 488890). inhibition, % at 25 µM; hits with a dose series show IC50 in µM. Mycobacterium tuberculosis non-replicating, growth inhibition; higher % means a stronger effect. hit rate 0.39% among 320,000; in the data active = a potency from the dose series; inconclusive = inhibition mostly from about 82% at the one dose, without a potency; inactive = the rest, 99 in 100 with inhibition below about 76%;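 also: plate controls were DMSO cells for no effect and high antibiotic wells for full effect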
# influenza NS1A: H1N1 influenza NS1A inhibitors, functional cell based assay (AID 504329); NS1A functional cell-based assay, percent inhibition; higher % means a stronger effect; inhibition, % at 12.5 µM; hits with a dose series show IC50 in µM; hit rate 0.3% among 340,000; in the data active = a potency from the dose series; inconclusive = inhibition above about 27% without an active follow-up result; also: strong numbers were not always called active
# VEEV TC-83 Vero: inhibitors of VEEV TC-83 cytopathic effect, confirmation, Vero cells (AID 588727); Vero cells, VEEV TC-83 cytopathic effect inhibition; higher % means a stronger effect; hit rate 0.13% among 350,000; one-dose inhibition, % at 20 µM; IC50 in µM for titrated hits; in the data active = a potency from the dose series; inconclusive = inhibition mostly from about 14% at the one dose, without a potency; inactive = the rest, 99 in 100 with inhibition below about 12%; also: strong numbers were not always called active
# VEEV TC-83 Vero 10K pilot screen: also measured in VEEV TC-83 Vero; calls as there; inhibition, %; measured here: 10K pilot screen inhibition
# * marks the source's active call; other numbers are inactive results; i = inactive; ? = inconclusive; . = no result given.
SMILES,Salmonella PhoP GFP,H37Rv inhibition,tuberculosis growth,influenza NS1A,VEEV TC-83 Vero,others
CCCCc1nc2ccccc2c(C(=O)O)c1C,3.4%,6.7%,10.1%,-5.1%,i,
c1ccc(CNc2ccc(CNc3ncn[nH]3)cc2)cc1,-0.8%,4.5%,-7.7%,0.4%,i,
N#Cc1cccc2cccc(S(=O)(=O)N3CCOCC3)c12,.,5.9%,19.4%,-13.2%,4.0%,
COc1ccc(C2=Nn3c(nnc3-c3ccco3)SC2)cc1OC,-4.3%,-0.7%,-2.6%,3.9%,4.0%,
COc1cc(C(=O)NCCc2ccc(F)cc2)ccc1OCC(=O)N1CCOCC1,5.0%,-3.7%,-0.8%,-6.2%,2.1%,
COc1ccc(N2CCN(CCNC(=O)C3CCN(S(=O)(=O)c4cccs4)CC3)CC2)cc1,6.6%,0.0%,10.3%,6.9%,1.1%,
COc1c(Cl)cc(C(=O)NN)cc1Cl,3.0%,-7.6%,-5.5%,3.2%,0.6%,
O=C(CNc1cc(S(=O)(=O)N2CCOCC2)ccc1N1CCCC1)NCc1ccco1,-2.6%,-3.7%,7.8%,-9.2%,0.9%,
O=C(NCCN1CCOCC1)C(=O)NCC1CCCO1 (stereo not drawn),-3.0%,2.2%,-12.5%,1.6%,i,
CS(=O)(=O)Nc1cccc(C2=NN(C(=O)c3ccc(F)cc3)C(c3cccs3)C2)c1 (stereo not drawn),-1.5%,5.8%,6.9%,-6.8%,8.3%,
C=CCN1C(=O)C2(OCCO2)c2cc(C)ccc21,-0.7%,-6.5%,-4.5%,20.1%,0.9%,
COc1ccc(CCNC(=O)[C@@H](NC(=O)c2ccccc2F)C(C)C)cc1OC,-7.4%,0.4%,12.3%,3.9%,i,
Cc1ccc2[nH]c3c(=O)n(CC(=O)NCCc4ccc(Cl)cc4)ncc3c2c1,2.0%,-6.3%,-17.9%,7.7%,2.1%,
CCN(CC)S(=O)(=O)c1ccc(N2CCOCC2)c(NC(=O)c2ccc(NC(C)=O)cc2)c1,7.6%,-2.4%,6.8%,-1.6%,0.7%,
Cc1csc(NC(=O)C2CCCN(S(=O)(=O)c3cccnc3)C2)n1 (stereo not drawn),-3.9%,-14.8%,-6.2%,6.3%,0.0%,
CSCCC(NS(=O)(=O)c1ccc(Cl)cc1)C(=O)OCc1c(Cl)cccc1Cl (stereo not drawn),0.8%,-12.5%,-8.4%,12.0%,4.8%,
O=C(Cc1ccc(Cl)cc1)NN1C(=O)c2ccccc2C1=O,1.8%,-5.3%,-11.7%,-4.1%,0.5%,
CC(C)C(NS(=O)(=O)c1cccs1)C(=O)NCc1ccccc1 (stereo not drawn),0.7%,4.5%,-9.9%,-2.8%,0.0%,
CCOc1ccc(/C=C/C(=O)Oc2ccccc2)cc1,2.0%,?,12.8%,-7.9%,1.2%,
COCCNC(=O)Cn1c(=O)n(Cc2ccco2)c(=O)c2ccccc21,-7.2%,3.0%,3.5%,-2.0%,0.8%,
CC(=O)c1c(C)[nH]c(C(=O)OCc2cc(=O)n3cc(Br)ccc3n2)c1C,.,-1.2%,8.3%,-10.1%,1.6%,
Cc1ccc(NC(=O)C2CC(=O)NC(N3CCCCC3)=N2)cc1Cl (stereo not drawn),-5.2%,-7.0%,-7.5%,7.8%,6.1%,
CCN(CC(=O)NCc1cccs1)C(=O)CCOc1ccccc1C,-2.8%,-20.0%,0.4%,12.7%,0.9%,
O=C(OCC(=O)N1CCC(Cc2ccccc2)CC1)c1ccc[nH]c1=O,-4.9%,-1.6%,14.1%,-20.6%,0.1%,
CCn1nnnc1SCC(=O)N1N=C(c2cccs2)CC1c1cccs1 (stereo not drawn),.,.,.,-14.4%,4.0%,
CCOc1ccc(-c2nnc(NC(=O)c3ccc(OCC(C)C)c(OC)c3)o2)cc1,-2.1%,?,i,-30.5%,6.5%,
Cc1nc(SCc2ccc(Cl)cc2)ncc1C(=O)O,1.0%,-6.7%,-30.4%,-8.5%,i,
CC(NC(=O)C(=O)NN=C1CCCCCCC1)c1ccccc1 (stereo not drawn),6.4%,-3.1%,5.8%,31.2%,0.3%,
COc1ccccc1N1CCc2c(C)nc3c(OC)cccc3c21,3.6%,6.7%,12.6%,-0.9%,i,
Cc1ccc(CC(=O)O/N=C(\N)c2cccc([N+](=O)[O-])c2)cc1,4.6%,33.8%,?,-2.0%,0.4%,
Cn1cnnc1SCC(=O)c1ccc2c(c1)NC(=O)CO2,.,0.1%,2.6%,-6.7%,2.8%,
O=C(NCCCCNC(=O)C(F)(F)F)C(F)(F)F,-10.5%,-1.0%,4.0%,-3.4%,1.6%,
COc1ccc(Nc2nc(NCC3CCCO3)nc(N)c2[N+](=O)[O-])cc1 (stereo not drawn),-0.3%,5.2%,26.9%,1.9%,7.5%,
CCN1CCN(C(c2nnnn2Cc2ccc3c(c2)OCO3)C(C)C)CC1 (stereo not drawn),-1.6%,6.2%,1.6%,-0.3%,i,
Cc1ccc(NC(=O)COC(=O)Cn2cnc3ccccc32)c(C)c1,.,5.4%,12.4%,-4.8%,2.5%,
O=c1cc(Cn2nnc(-c3ccc(Cl)cc3)n2)nc2sccn12,-2.0%,-4.2%,11.4%,-0.7%,4.1%,
CCn1c(COc2ccc(OC)cc2)nnc1SCC(=O)Nc1cc(OC)ccc1OC,-16.0%,-2.4%,28.1%,4.8%,1.3%,VEEV TC-83 Vero 10K pilot screen=0.7
CCNC(=S)Nc1cc(Cl)ccc1Oc1ccccc1,0.6%,6.8%,?,-7.4%,i,
Cc1c(/C=N/NC(=O)c2cccs2)c2ccccc2n1Cc1ccccc1Cl,-16.3%,3.4%,-0.1%,-2.5%,>25µM*,
CC(C)CNc1nc(N)c([N+](=O)[O-])c(NC2CCCCC2)n1,-1.4%,12.9%,-11.1%,-3.0%,0.1%,
O=C(NCCCN1CCOCC1)c1sc2cc([N+](=O)[O-])ccc2c1Cl,-2.2%,34.4%,18.2%,2.3%,i,
CC1CC(=O)Nc2ccccc2N1S(=O)(=O)c1ccc(Br)cc1 (stereo not drawn),-8.8%,-3.8%,1.7%,9.1%,0.8%,
O=P(O)(CCc1ccccn1)CN1CCOCC1,13.1%,-5.0%,1.0%,3.2%,1.8%,
CCOC(=O)CSc1nc2ccccc2c(=O)n1CC(C)C,-0.3%,27.1%,17.3%,-13.6%,2.2%,
CC1Cc2cc(/C(O)=C3/C(=O)C(=O)N(Cc4ccco4)C3c3cccs3)ccc2O1 (stereo not drawn),-7.2%,-2.4%,19.0%,-8.3%,i,

# Grouped by structure: the compounds so far with a COOH group.
SMILES,Salmonella PhoP GFP,H37Rv inhibition,tuberculosis growth,influenza NS1A,VEEV TC-83 Vero,others
CCCCc1nc2ccccc2c(C(=O)O)c1C,3.4%,6.7%,10.1%,-5.1%,i,
Cc1nc(SCc2ccc(Cl)cc2)ncc1C(=O)O,1.0%,-6.7%,-30.4%,-8.5%,i,

# Going on with the list.
SMILES,Salmonella PhoP GFP,H37Rv inhibition,tuberculosis growth,influenza NS1A,VEEV TC-83 Vero,others
CCOc1cc(/C=N/N=C(N)N)ccc1OCc1ccc(Cl)cc1,4.7%,53.4%,?,20.0%,i,
O=[N+]([O-])c1ccccc1CNC1CCCCCC1,6.5%,-3.3%,2.2%,-0.9%,0.4%,
CCN(c1ccccc1)c1nc(C#N)nc(N(CC)c2ccccc2)n1,0.8%,-0.2%,9.2%,-12.8%,4.7%,
CN=c1scc(C)n1/N=C/c1ccc2c(c1)OCO2,4.5%,3.6%,-6.8%,14.3%,6.2%,
CCN(CC)CC(=O)N1CCCC(C(=O)c2ccccc2OC)C1 (stereo not drawn),-5.0%,4.2%,4.6%,-12.4%,0.1%,
COC(=O)c1c(F)c(F)c(NCCO)c(F)c1F,1.5%,0.8%,-2.7%,-6.1%,0.6%,
O=C(Cn1cc(C(=O)c2ccco2)c2ccccc21)NC1CCCC1,0.9%,-0.2%,5.6%,4.2%,0.9%,
COC(=O)C1=C(C)NC(=O)C1(NS(=O)(=O)c1ccc(C)cc1)C(F)(F)F (stereo not drawn),7.5%,-4.7%,-6.2%,0.3%,1.8%,
O=C(/C=C/c1ccccc1)NC(NC(=S)Nc1cccc(O)c1)C(Cl)(Cl)Cl (stereo not drawn),2.3%,47.4%,26.8%,-2.8%,i,
CNC(=O)c1cc(C)c(-c2ccccc2)s1,-11.8%,-0.4%,27.2%,-8.7%,2.4%,
Cc1ccc(S(=O)(=O)N(C)/N=C2/C(=O)N(CC(=O)O)c3ccccc32)cc1,-0.6%,8.8%,.,19.0%,1.8%,
COc1ccc(CNC(=O)CN2C(=O)c3ccccc3C2=O)cc1,-5.6%,-6.7%,-9.6%,-6.0%,1.1%,
CC1=C(C(=O)Nc2ccccc2)C2(CCCCC2)C(C#N)=C(SCC(N)=O)N1,-0.3%,-4.9%,8.5%,-3.1%,2.4%,
CCN(CC)CC(=O)Nc1ccc(Oc2ccc(NC(=O)CN(CC)CC)cc2)cc1,10.4%,-9.1%,-6.6%,.,1.5%,
Cc1ccccc1NC1=C/C(=N\S(=O)(=O)c2ccc(C(=O)O)cc2)c2ccccc2C1=O,-4.8%,65.5%,?,4.7%,1.3%,

# Compounds listed so far that have an aryl thioether with sulfur outside any ring (five):
SMILES,Salmonella PhoP GFP,H37Rv inhibition,tuberculosis growth,influenza NS1A,VEEV TC-83 Vero,others
CCn1nnnc1SCC(=O)N1N=C(c2cccs2)CC1c1cccs1 (stereo not drawn),.,.,.,-14.4%,4.0%,
Cc1nc(SCc2ccc(Cl)cc2)ncc1C(=O)O,1.0%,-6.7%,-30.4%,-8.5%,i,
Cn1cnnc1SCC(=O)c1ccc2c(c1)NC(=O)CO2,.,0.1%,2.6%,-6.7%,2.8%,
CCn1c(COc2ccc(OC)cc2)nnc1SCC(=O)Nc1cc(OC)ccc1OC,-16.0%,-2.4%,28.1%,4.8%,1.3%,VEEV TC-83 Vero 10K pilot screen=0.7
CCOC(=O)CSc1nc2ccccc2c(=O)n1CC(C)C,-0.3%,27.1%,17.3%,-13.6%,2.2%,

# Further records.
SMILES,Salmonella PhoP GFP,H37Rv inhibition,tuberculosis growth,influenza NS1A,VEEV TC-83 Vero,others
CCc1ccc(CN(C)C(C)C(=O)NCc2ccccc2)cc1 (stereo not drawn),1.4%,4.2%,23.2%,-17.4%,i,
CC(NC(N)=O)C(=O)Nc1ccc(Cl)c(S(=O)(=O)Nc2ccc(Cl)cc2)c1 (stereo not drawn),-0.6%,-4.7%,-1.5%,7.2%,7.0%,
CC1CN(C(=O)c2ccc(OC3CCN(Cc4ccccn4)CC3)cc2)CCN1C (stereo not drawn),3.7%,0.9%,-3.3%,-1.2%,i,
Cc1cccc(OCCC(=O)Nc2cc(S(=O)(=O)N3CCCCC3)ccc2N2CCOCC2)c1,-13.4%,12.7%,1.9%,-4.7%,4.0%,
Cc1cc(NC(=O)CSc2nc3ccccc3c(=O)n2-c2ccccc2)no1,-1.5%,4.5%,-2.9%,-21.8%,1.0%,
CCOC(=O)c1cc(S(=O)(=O)N2CCCC2)cn1C,6.6%,-2.6%,-9.6%,0.6%,2.0%,
Cc1ccnc2c(N3C(=O)C4C5C=CC(C5)C4C3=O)cccc12 (stereo not drawn),-3.6%,-1.8%,-10.0%,1.6%,2.2%,
Cc1ccc(C(=O)Nc2cccc(C(=O)N3CCOCC3)c2)cc1Cl,-5.6%,-0.8%,0.5%,-8.6%,10.7%,
O=C(CSc1cccc[n+]1[O-])CSc1cccc[n+]1[O-],-7.2%,?,?,-0.6%,1.5%,
C/C(CC(=O)Nc1cc(Cl)ccc1C)=N\NC(N)=O,-1.2%,4.8%,10.7%,2.8%,1.3%,
CCCCN(C(=O)c1ccc(N(C)S(=O)(=O)c2ccc(C)cc2)cc1)c1c(N)n(CCC)c(=O)[nH]c1=O,-5.0%,-6.9%,15.0%,2.0%,5.4%,
N#Cc1ccsc1NC(=O)C1=COCCO1,.,-5.8%,4.1%,-13.2%,1.9%,
CCn1c(C)cc(/C=C2\C(=O)NC(=O)N(c3ccccc3C)C2=O)c1C,-0.9%,2.3%,-11.6%,4.3%,i,
Cc1ccc(C(=O)NCC(=O)N2CCCCCC2)cc1,9.9%,1.5%,-2.6%,-4.8%,0.9%,
COCc1nnc(NC(=O)C2CC(=O)N(c3ccc(C)c(Cl)c3)C2)s1 (stereo not drawn),4.8%,51.1µM*,15.1%,-5.8%,1.9%,
O=C(c1cc2cc([N+](=O)[O-])ccc2s1)N1CCOCC1,-6.5%,7.2%,0.3%,4.1%,0.1%,
O=C(COc1cccnc1[N+](=O)[O-])NCc1ccco1,-1.6%,7.6%,8.9%,0.6%,0.3%,
COc1ccc(-c2nc3ccccc3s2)cc1,.,.,.,-7.2%,i,
